Screening data from PubChem BioAssay.
PAD4 FP inh = human PAD4 inhibitors, primary screen, biochemical, fluorescence polarization, 1536-well format. inhibition, % at 6.36 µM. 330,000 tested, 0.41% active. recombinant PAD4, RCA probe fluorescence polarization. Protein-arginine deiminase type-4 (Homo sapiens), Q9UM07. AID 485272, 2010;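 active = percent inhibition above a cutoff equal to the mean of all tested compounds plus 3 SD, cut at about 15% in these data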;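 note: 0% = PAD4 with RCA probe and DMSO and 100% = probe without PAD4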
PAFAH1B2 inh = PAFAH1B2 enzyme inhibitors, primary screen, biochemical, fluorescence polarization, human | inhibition, % at 3.39 µM | recombinant PAFAH1B2, FP-rhodamine activity probe | 340,000 tested, 1.2% active | Platelet-activating factor acetylhydrolase IB subunit alpha2 (Homo sapiens), P68402;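 active = inhibition above the mean of all tested compounds plus 3 SD, cut at about 24% in these data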;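 note: 0% = enzyme with DMSO and 100% = wells lacking PAFAH1B2; many of its hits are not listed in these tables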
Target sequence (P68402 whole entry, looked up): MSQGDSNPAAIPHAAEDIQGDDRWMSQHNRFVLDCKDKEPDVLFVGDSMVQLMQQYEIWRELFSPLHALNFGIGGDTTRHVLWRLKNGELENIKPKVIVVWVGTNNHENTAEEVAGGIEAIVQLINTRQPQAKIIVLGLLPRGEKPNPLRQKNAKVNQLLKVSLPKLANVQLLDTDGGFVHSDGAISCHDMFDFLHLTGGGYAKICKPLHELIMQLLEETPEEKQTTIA
PME-1 inh = PME-1 inhibitors via competitive probe labeling, primary screen, biochemical, fluorescence polarization, FP-Rh probe, HTS; Protein phosphatase methylesterase 1 (Homo sapiens), Q9Y570; recombinant PME-1; inhibition, % at 5.9 µM; 320,000 tested, 0.53% active; AID 2130, 2009;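 active = inhibition above the campaign mean of all compounds plus 3 SD, cut at about 26% in these data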;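 note: competitive labeling of PME-1 active site by serine hydrolase directed probe; 0% = PME-1 with DMSO and 100% = wells lacking PME-1 enzyme; inhibitors block probe labeling so polarization falls and inhibition rises; many of its hits are not listed in these tables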
Fam108B inh = mouse Fam108B serine hydrolase inhibitors, primary screen, counter-screen for RBBP9 inhibitor project, biochemical, fluorescence polarization. recombinant Fam108B, FP-Rh probe fluorescence polarization. inhibition, % at 9.51 µM. 300,000 tested, 0.33% active;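 active = inhibition above the screen mean inhibition plus 3 SD, computed separately per campaign, cut at about 18% in these data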;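 note: inhibitors lower polarization as less probe binds the enzyme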
PAFAH1B3 FP inh = PAFAH1B3 enzyme inhibitors, primary screen, biochemical, fluorescence polarization, human | 340,000 tested, 0.28% active | inhibition, % at 3.39 µM | AID 492972, 2010 | recombinant PAFAH1B3, FP-rhodamine probe | Platelet-activating factor acetylhydrolase IB subunit alpha1 (Homo sapiens), Q15102;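 active = inhibition above the screen-wide average of all tested compounds plus 3 SD, cut at about 25% in these data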;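 note: 0% = enzyme with DMSO only and 100% = wells lacking PAFAH1B3 protein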
Target sequence (Q15102 whole entry, looked up): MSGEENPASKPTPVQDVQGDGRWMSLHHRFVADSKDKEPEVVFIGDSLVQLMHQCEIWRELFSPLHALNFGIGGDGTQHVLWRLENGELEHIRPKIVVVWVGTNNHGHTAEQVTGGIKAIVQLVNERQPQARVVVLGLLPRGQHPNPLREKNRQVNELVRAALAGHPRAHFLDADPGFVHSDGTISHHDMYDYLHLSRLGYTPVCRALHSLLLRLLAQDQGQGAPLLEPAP
PAFAH2 FP inh = PAFAH2 enzyme inhibitors, primary screen, biochemical, fluorescence polarization, human; AID 492956, 2010; inhibition, % at 3.39 µM; Platelet-activating factor acetylhydrolase 2, cytoplasmic (Homo sapiens), Q99487; recombinant PAFAH2, FP-rhodamine activity probe; 340,000 tested, 0.99% active;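 active = inhibition above the mean over all tested compounds plus 3 SD, cut at about 30% in these data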;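 note: inhibitors block probe labeling of enzyme so polarization drops; 0% = enzyme with DMSO and 100% = wells lacking PAFAH2 protein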
pPAFAH FP inh = pPAFAH enzyme inhibitors, primary screen, biochemical, fluorescence polarization, human. Platelet-activating factor acetylhydrolase (Homo sapiens), Q13093. recombinant pPAFAH, FP-rhodamine probe fluorescence polarization. inhibition, % at 3.39 µM. 330,000 tested, 1.5% active. AID 463082, 2010;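 active = inhibition above the mean inhibition across the screen plus 3 SD, cut at about 25% in these data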;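 note: inhibitors block binding of the rhodamine activity-based probe so polarization drops; 0% = enzyme with DMSO and 100% = wells lacking pPAFAH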
LYPLA1 counter = LYPLA1 inhibitors, primary screen, counter-screen for PME1 inhibitor project, biochemical, fluorescence polarization, FP-Rh probe ABPP; Acyl-protein thioesterase 1 (Homo sapiens), O75608; inhibition, % at 5.9 µM; recombinant LYPLA1; 320,000 tested, 0.16% active;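 active = inhibition above the mean of all tested compounds plus 3 SD, set per campaign, cut at about 14% in these data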;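 note: inhibitors block serine hydrolase probe labeling of LYPLA1 so polarization falls; 0% = enzyme with DMSO and 100% = wells lacking LYPLA1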
Target sequence (O75608 whole entry, looked up): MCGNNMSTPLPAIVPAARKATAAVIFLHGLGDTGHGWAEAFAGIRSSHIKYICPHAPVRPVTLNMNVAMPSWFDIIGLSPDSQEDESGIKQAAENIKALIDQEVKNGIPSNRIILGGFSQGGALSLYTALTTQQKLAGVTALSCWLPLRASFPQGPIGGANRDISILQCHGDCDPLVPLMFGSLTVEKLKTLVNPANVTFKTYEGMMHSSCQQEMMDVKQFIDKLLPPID
GSTO1 inh = inhibitors of recombinant GSTO1, primary screen, counter-screen for RBBP9 inhibitor project, biochemical, fluorescence polarization. Glutathione S-transferase omega-1 (Homo sapiens), P78417. activity-based probe fluorescence polarization. inhibition, % at 5.96 µM. 300,000 tested, 1.1% active. AID 1974, 2009;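 active = inhibition above the campaign mean inhibition plus 3 SD, cut at about 35% in these data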;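 note: 0% = GSTO1-1 with DMSO and 100% = wells lacking GSTO1-1 enzyme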
Target sequence (P78417 whole entry, looked up): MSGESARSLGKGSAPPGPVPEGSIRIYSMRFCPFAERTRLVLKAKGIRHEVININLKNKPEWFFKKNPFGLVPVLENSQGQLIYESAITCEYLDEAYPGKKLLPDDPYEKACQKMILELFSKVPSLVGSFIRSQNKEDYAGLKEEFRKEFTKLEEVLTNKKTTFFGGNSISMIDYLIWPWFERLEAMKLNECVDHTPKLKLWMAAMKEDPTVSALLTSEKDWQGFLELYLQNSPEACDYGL
Numbers without * were called inactive; . = no result given.

SMILES | PAD4 FP inh | PAFAH1B2 inh | PME-1 inh | Fam108B inh | PAFAH1B3 FP inh | PAFAH2 FP inh | pPAFAH FP inh | LYPLA1 counter | GSTO1 inh
CCCCCC(=O)NN=C1CCN(Cc2ccccc2)CC1 | 4 | 7 | 2 | -2 | 7 | 0 | -4 | -1 | 2
COc1cc(C2CC(=O)N3CN(Cc4ccco4)CSC3=C2C#N)ccc1OCc1ccccc1 (centres undefined) | -2 | -1 | -3 | 5 | 0 | 5 | 36* | -5 | 6
O=C(COC(=O)C1CCN(S(=O)(=O)c2cccc3cccnc23)CC1)c1ccc([N+](=O)[O-])cc1 | -6 | 2 | 13 | 2 | 2 | -1 | 3 | 4 | 6
COc1ccc(C(=O)Nc2oc(-c3ccccc3)c(-c3ccccc3)c2C#N)cc1OC | 2 | 6 | -15 | 3 | -2 | 7 | 0 | -15 | -18
C/C=C(\C)c1nnc(NC(=O)C(C)C)s1 | -5 | 4 | -3 | -2 | 6 | -5 | -7 | 4 | 0
COc1cccc(/C=N/n2c(CO)nc3ccccc32)c1OC | -4 | -1 | -10 | 1 | 6 | -1 | -6 | -3 | 3
CCn1cc(S(=O)(=O)N2CCN(c3ccc(Cl)cc3)CC2)cn1 | 2 | 21 | 5 | 6 | -1 | -3 | 1 | -1 | 0
CC(C)N(Cc1ccccc1)C(=O)CN1C(=O)c2ccccc2C1=O | 3 | 8 | -5 | -10 | 1 | 2 | 4 | 0 | 0
COc1ccc(NC(=O)C2CCN(c3nnnn3-c3ccccc3)CC2)cc1 | -1 | 1 | -2 | 4 | 6 | 4 | 0 | -2 | -4
Nn1c(SCC(=O)N2CCOCC2)nnc1-c1ccccc1Cl | -2 | 6 | 1 | 2 | 3 | -7 | -10 | -2 | -3
NC(=O)COc1ccc2cc(-c3ccccc3)c(=O)oc2c1 | -2 | -4 | 0 | 1 | 5 | -2 | 2 | -3 | -1
Cc1cccc2c1nc(-c1ccccc1)n1cnnc21 | -4 | -1 | 1 | 3 | 5 | -6 | 7 | -2 | 2
COC(=O)c1c(C)[nH]c(C)c1-c1cccc([N+](=O)[O-])c1 | -5 | -1 | 6 | 3 | 2 | 5 | 8 | 2 | 14
CCN(CC)S(=O)(=O)c1ccc(N2CCc3cc(OC)c(OC)cc3C2)nc1 | -4 | 5 | 2 | -2 | 2 | -5 | 3 | 0 | 4
CCOc1ccc(NC(=O)CN(C)C(=O)c2cc(S(=O)(=O)N3CCCCC3)ccc2Cl)cc1OCC | -2 | 3 | 4 | 0 | 1 | 3 | 0 | 2 | -2
Cc1nc2nc(SCC(=O)c3cccc([N+](=O)[O-])c3)[nH]c2cc1Br | -2 | 8 | 14 | 0 | 6 | 4 | 3 | -2 | 5
CN(C)c1cccc2c(/C=N/O)ccc(N(C)C)c12 | -11 | 1 | 3 | 1 | 1 | 0 | 6 | 3 | 6
COc1cccc(CNC(=O)CCS(=O)(=O)Cc2ccc(C)cc2)c1 | 5 | 5 | -1 | 6 | 7 | -4 | 11 | 0 | -4
Cc1ccc(CNC(=O)C(=O)NCC2OCCN2S(=O)(=O)c2ccc(Cl)cc2)cc1 (centres undefined) | 0 | 22 | 2 | 0 | 21 | 5 | 2 | -3 | 0
Cc1csc(NC(=S)Nc2cccc(Cl)c2)n1 | -1 | 3 | 2 | 0 | 2 | -9 | 13 | -9 | -3
C[C@@H]1C(=O)OC[C@H]1NC(=O)OCc1ccccc1 | -4 | -3 | 4 | -3 | 5 | -1 | -3 | -3 | -3
CCc1ccc(NC(=S)N2CCN(c3cccc(C(F)(F)F)c3)CC2)cc1 | 12 | -1 | 1 | 1 | 2 | -5 | 4 | 9 | 3
COc1ccc(NC(=S)N(CCc2c(C)[nH]c3ccc(C)cc23)Cc2ccco2)cc1 | 4 | 4 | 0 | -1 | 2 | 1 | 21 | -6 | 2
CN(C(=O)COC(=O)c1cccc(F)c1)c1ccccc1 | -2 | 4 | 2 | -2 | 9 | 4 | 3 | 1 | -2
COc1ccc(OC)c(CN2CCN(C(=O)CNC(=O)c3cc(C)cc(C)c3)CC2)c1 | -4 | 6 | -7 | . | 17 | 3 | 1 | -1 | .
COc1ccc(CNC(=O)[C@@H](NC(=O)C2CCN(S(=O)(=O)c3ccccc3)CC2)C(C)C)cc1 | -1 | 1 | -4 | -1 | -5 | -4 | 2 | 0 | 1
CSc1cccc(NC(=O)c2ccc(CN3CCc4ccccc4C3)cc2)c1 | -1 | -2 | -21 | -14 | -1 | -3 | -5 | -16 | -4
O=C(COc1ccc(/C=C2/NC(=O)NC2=O)cc1)Nc1ccc(F)cc1 | 2 | 1 | -10 | -3 | -2 | 6 | -4 | -5 | 2
COc1cccc(-c2nnc(SCC(=O)Nc3cc(C)ccc3OC)n2N)c1 | 2 | 0 | 0 | -2 | 0 | -9 | 0 | 0 | 0
COC(=O)c1ccccc1NC(=O)Cn1cnc2c(cnn2-c2ccccc2)c1=O | -2 | -1 | -1 | 1 | 5 | -3 | -2 | 3 | 3
CCOC(=O)Cc1csc(NC(=O)Nc2ccc(Cl)cc2)n1 | -5 | 5 | 11 | -2 | 3 | 8 | -1 | -4 | -4
CCOc1cc(/C=N/Nc2nc(-c3cccc(S(=O)(=O)N4CCCC4)c3)cs2)ccc1O | -3 | 8 | 24 | 18 | 17 | 12 | 18 | -14 | -3
CC1CCN(C(=O)COC(=O)c2ccc(Cl)nc2)CC1 | 1 | 5 | . | . | 7 | 2 | 3 | . | .
Cc1cc(-c2ccccc2)c2ccc(NC(=O)C(C)(C)C)nc2n1 | -1 | 33* | 5 | -2 | 14 | -13 | 9 | -1 | -3
Cc1ccc(C)c(S(=O)(=O)N2CCN(CC(=O)N3CCc4ccccc4C3)CC2)c1 | -6 | 0 | 8 | 3 | 0 | -6 | 1 | 0 | -7
O=[N+]([O-])c1ccc(F)cc1F | -1 | 1 | -6 | . | 4 | 9 | -4 | 0 | .
O=C(COc1nc2ccccc2nc1N1CCOCC1)NC1CCCCC1 | 0 | -7 | 3 | -1 | 2 | -1 | -3 | 0 | 2
COc1ccc(NC(=O)NNC(=O)C(O)(c2ccccc2)c2ccccc2)cc1 | -2 | 2 | 2 | 1 | 7 | -5 | 2 | 1 | -3
COc1ccc(NC(=O)CC2C(=O)N(C)C(=S)N2CCc2ccc(F)cc2)cc1 (centres undefined) | 1 | . | 1 | 0 | . | . | -1 | -2 | -3
Cc1ccc(S(=O)(=O)N2CCN(C(=O)c3cccs3)CC2)c(C)c1 | -5 | . | 0 | 2 | . | . | 6 | -3 | 3
Cc1cc(C)c2nc(NCc3ccccc3O)sc2c1 | -2 | 0 | 7 | 2 | 7 | 21 | 3 | 0 | 0
CC1=C(C(=O)Nc2ccccc2C)C(c2ccc(C)o2)N2C(=O)CSC2=N1 (centres undefined) | 4 | 4 | -2 | -7 | 8 | -5 | 3 | 0 | -4
CN(C)c1ccc(P(=O)(OCc2ccccc2)C(O)c2ccc(Br)cc2)cc1 (centres undefined) | 0 | 1 | -2 | -1 | 0 | 1 | 5 | -2 | 8
CS(=O)(=O)N1CCC(C(=O)N2CCC(Cc3ccccc3)CC2)CC1 | 0 | 2 | -2 | -1 | 2 | 6 | 1 | 2 | -1
CCCCn1nnc(NC(=O)Cc2ccc(Cl)cc2)n1 | -3 | 19 | -2 | 3 | 1 | -6 | 1 | -1 | 3
COc1ccc(-n2c(=S)[nH]c3cc(C(=O)NCCCN4CCOCC4)ccc3c2=O)cc1 | -2 | 3 | -8 | 0 | 15 | 3 | -2 | 2 | 1
C=CCNS(=O)(=O)c1cccc(C(C)=O)c1 | -2 | 2 | -7 | 1 | 8 | 7 | -2 | -3 | 7
CS(=O)(=O)c1nc2ccccc2n1Cc1ccccc1 | 4 | 3 | 1 | 4 | 7 | -4 | -7 | -2 | 1
O=S(=O)(NCCOc1ccccc1F)c1cccc(Br)c1 | -6 | 0 | -2 | . | -2 | 1 | 4 | -1 | .
C=CCSc1nnc(CNS(=O)(=O)c2ccc(C)cc2)n1C | -3 | -1 | 2 | 2 | 6 | -7 | -1 | -5 | 2
Cc1nn(-c2ccccc2)c2sc(C(=O)N3CCOCC3)cc12 | -2 | -2 | 2 | 3 | 10 | -2 | -1 | 2 | -3
COc1cccc(-c2c(-c3cc(OC)cc(OC)c3)n(C)c3ccc(-c4ccc5[nH]ccc5c4)cc23)c1 | 4 | 2 | -3 | . | 9 | -2 | 0 | -5 | .
COC(=O)c1sc(NC(=O)c2c(F)cccc2F)c(C#N)c1C | -2 | 0 | 2 | 1 | 2 | 6 | 3 | -2 | 3
CCOc1nc(C)ccc1-c1noc(-c2cccnc2)n1 | -6 | 4 | 1 | 2 | 6 | 4 | 6 | -8 | 2
CC(=O)c1cccc(NS(=O)(=O)c2c(C(=O)N3CCOCC3)c(C)n(C)c2C)c1 | 1 | 0 | 4 | 0 | 5 | -1 | 4 | -3 | 3
CS(=O)(=O)NCc1nnc(SCC(=O)NC2CCCCC2)n1-c1ccc(F)cc1 | 2 | 3 | 0 | 0 | 7 | 0 | 1 | 1 | -2
O=[N+]([O-])c1ccc(NCCCO)c(C(F)(F)F)c1 | 4 | 7 | 0 | -1 | 0 | -1 | -2 | 2 | 6
CCCCn1cnc2sc3c(c2c1=N)CCCC3 | -6 | -2 | 1 | 3 | 7 | -10 | 7 | 2 | 1
Cc1cccc(NC(=S)N2CCC(c3nc4ccccc4o3)CC2)c1C | -1 | 6 | -1 | -5 | 3 | 1 | 0 | -1 | 4
CC(/C=N/n1c(-c2cc(C)[nH]n2)n[nH]c1=S)=C\c1ccccc1 | 0 | 12 | 0 | 2 | 11 | 0 | 2 | -2 | 20
Cc1[nH]c2ccccc2c1C(=O)CN1CCC(C(N)=O)(N2CCCCC2)CC1 | -4 | -1 | 4 | -1 | -1 | 10 | -2 | -1 | 8

An excerpt of these results, with two lines to a compound:
Results follow in this order: PAD4 FP inh	PAFAH1B2 inh	PME-1 inh	Fam108B inh	PAFAH1B3 FP inh	PAFAH2 FP inh	pPAFAH FP inh	LYPLA1 counter	GSTO1 inh
- Cc1cccc(NC(=S)N2CCC(c3nc4ccccc4o3)CC2)c1C
    -1	6	-1	-5	3	1	0	-1	4
- C=CCSc1nnc(CNS(=O)(=O)c2ccc(C)cc2)n1C
    -3	-1	2	2	6	-7	-1	-5	2

An excerpt. The share of hits here may be higher or lower than overall.
